UGM FP inh – M. tuberculosis UGM enzyme inhibitors, primary screen, biochemical, fluorescence polarization, single point; UDP-galactopyranose mutase (Mycobacterium tuberculosis (strain ATCC 25618 / H37Rv)), …; purified UGM, fluorescence polarization probe displacement; inhibition, % at 10 µM; 320,000 tested, 0.06% active; AID 504406, 2011; in the data active means inhibition above about 10%, passing the limit was not always enough; inconclusive means no clear call, values can overlap the other calls
Target sequence (P9WIQ1 whole entry, looked up): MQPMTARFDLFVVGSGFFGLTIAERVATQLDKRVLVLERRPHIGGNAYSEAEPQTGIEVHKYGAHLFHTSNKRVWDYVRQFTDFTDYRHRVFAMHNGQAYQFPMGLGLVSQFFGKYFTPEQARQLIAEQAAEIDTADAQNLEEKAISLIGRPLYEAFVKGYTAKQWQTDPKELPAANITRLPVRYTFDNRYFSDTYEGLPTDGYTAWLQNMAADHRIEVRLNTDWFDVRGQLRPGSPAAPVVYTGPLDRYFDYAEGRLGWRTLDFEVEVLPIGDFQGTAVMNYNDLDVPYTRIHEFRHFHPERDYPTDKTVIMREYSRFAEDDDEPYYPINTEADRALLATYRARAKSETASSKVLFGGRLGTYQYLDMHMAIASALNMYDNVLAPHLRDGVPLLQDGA
Rv3671c protease – Rv3671c serine protease inhibitors, primary screen, biochemical, fluorescence polarization, M. tuberculosis H37Rv. P9WHR9. inhibition, % at 5.96 µM. 320,000 tested, 0.048% active. AID 2606, 2010; in the data active means inhibition above about 38%;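 further: extracellular domain of Rv3671c used as enzyme; 0% = enzyme with DMSO and 100% = no enzyme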
PrPC TRFRET – inhibitors of human cell surface prion protein PrPC, primary screen, cell-based, TR-FRET. AID 720596, 2013. TR-FRET read-out. inhibition, % at 13.8 µM. 370,000 tested, 0.43% active. Major prion protein (Homo sapiens), P04156; in the data active means inhibition above about 24%; further: 0% = median of the test wells and 100% = reference compound wells
Mtb BioA inh – M. tuberculosis BioA enzyme inhibitors, primary screen, biochemical, plate reader, single point, HTS; 7,8-diaminopelargonic acid synthase BioA (Mycobacterium tuberculosis); purified M. tuberculosis BioA enzyme; inhibition, % at 9.99 µM; 360,000 tested, 0.096% active; AID 602481, 2012; in the data active means inhibition above about 40%; inconclusive means no clear call, values can overlap the other calls
GDH-TPI inh – GDH-TPI coupling enzyme inhibitors, primary screen, artefact control for M. tuberculosis FBA inhibitor project, biochemical, absorbance, full deck; AID 588335, 2011; inhibition, % at 4.8 µM; 360,000 tested, 1.2% active; GDH-TPI coupled enzyme counterscreen, NADH absorbance; in the data active means inhibition above about 30%;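 further: 0% = DMSO wells and 100% = wells lacking the enzyme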
MazEF act – activators of E. coli MazEF toxin-antitoxin RNase, primary screen, biochemical, fluorescence, uHTS; FAM/BHQ RNA-DNA oligo cleavage fluorescence, 5 h; Endoribonuclease toxin MazF (Escherichia coli (strain K12)), P0AE70; activation, % at 20 µM; 350,000 tested, 0.32% active; in the data active means activation above about 50%
Target sequence (P0AE70 whole entry, looked up): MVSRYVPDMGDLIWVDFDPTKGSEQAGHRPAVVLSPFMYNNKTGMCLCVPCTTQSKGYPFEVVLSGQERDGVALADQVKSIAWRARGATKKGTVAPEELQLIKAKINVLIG
FadD28 binding – inhibitors of FadD28 bisubstrate probe binding, primary screen, biochemical, fluorescence polarization, single point; Mycobacterium tuberculosis FadD28 fatty-acid-AMP ligase; inhibition, % at 12.5 µM; 360,000 tested, 0.22% active; AID 588549, 2011; in the data active means inhibition above about 8.5%, passing the limit was not always enough; inconclusive means no clear call, values can overlap the other calls
FBA Mtb inh – Mtb FBA enzyme inhibitors, primary screen, biochemical, fluorescence, strain H37Rv; Fructose-bisphosphate aldolase (Mycobacterium tuberculosis (strain ATCC 25618 / H37Rv)), …; purified M. tuberculosis FBA, fluorescence read-out; inhibition, % at 1 µM; 360,000 tested, 2.3% active; in the data active means inhibition above about 27%;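 further: 0% = vehicle and 100% = reference inhibitor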
Target sequence (P9WQA3 whole entry, looked up): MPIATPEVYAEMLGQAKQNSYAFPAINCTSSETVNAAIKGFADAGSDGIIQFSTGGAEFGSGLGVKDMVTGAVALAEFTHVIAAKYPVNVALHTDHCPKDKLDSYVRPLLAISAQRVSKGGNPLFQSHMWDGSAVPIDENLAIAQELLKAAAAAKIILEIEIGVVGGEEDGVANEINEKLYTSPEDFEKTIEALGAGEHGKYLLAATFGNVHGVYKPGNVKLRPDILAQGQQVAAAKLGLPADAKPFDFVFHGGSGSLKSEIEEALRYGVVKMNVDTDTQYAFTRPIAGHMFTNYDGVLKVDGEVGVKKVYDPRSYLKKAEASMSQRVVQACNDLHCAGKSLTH
BoNT-F LC inh – BoNT/F light chain protease inhibitors, primary screen, biochemical, flow cytometry, MLPCN library | Botulinum neurotoxin type F light chain protease (Clostridium botulinum) | Multiplex microsphere protease cleavage assay | inhibition, % at 10 µM | 360,000 tested, 0.22% active | AID 588497, 2011; in the data active means inhibition above about 35%, passing the limit was not always enough; inconclusive means no clear call, values can overlap the other calls; further: plate controls were buffer without enzyme for full effect and enzyme alone for no effect
Active calls of the source: *; ? = inconclusive; nt = not tested or not shown.

Values in the order: UGM FP inh	Rv3671c protease	PrPC TRFRET	Mtb BioA inh	GDH-TPI inh	MazEF act	FadD28 binding	FBA Mtb inh	BoNT-F LC inh
N/C(=N\NS(=O)(=O)c1ccc(Cl)cc1)c1ccccn1
→ -0.8	3	4	nt	14	6	-1.8	1	-10
CC1(C)CC(=O)C(C=NCC(N)=O)=C(O)C1
→ 3.1	8	6	-2.8	-2	-24	-2.4	0	-9
CCOc1ccc(Nc2ccc([N+](=O)[O-])c3nonc23)cc1
→ 0.9	2	-49	6.6	15	16	3.1	-13	-28
CC1CN(Cc2nc3c(c(=O)n(C)c(=O)n3C)n2CC(O)CO)CC(C)O1 (stereo not given)
→ 0.2	4	6	-0.8	0	3	-1.3	1	-12
CN1CCN(C(=O)c2c(O)c3cccc4c3n(c2=O)CCC4)CC1
→ 1.7	-3	0	-1.6	-10	0	-3.6	-3	-3
CCOC(=O)C(=O)NNc1ccccc1OC
→ -4.2	2	4	nt	6	11	-1.5	-3	?
O=C(C[N+]12CCC(CC1)C(CO)C2)c1ccc(Br)cc1 (stereo not given)
→ 0.4	9	-4	-1.1	-1	-3	-1.1	2	7
CCn1c(CN2CCN(CCO)CC2)nc2ccccc21
→ 3.5	3	-4	nt	10	6	-0.5	-7	-3
CC(=O)OC1c2ccccc2C(=O)N1c1ccccc1C (stereo not given)
→ 0.8	1	-2	-1.1	-3	11	0.9	1	-18
COc1ccc2[nH]c(C)c(CCNC(=S)Nc3cc(C)cc(C)c3)c2c1
→ 0.2	-1	-3	0.1	9	13	-1.0	5	-8
CCOC(=O)N1CCN(C(=O)c2cccn3c(=O)c4c5c(sc4nc23)CCCC5)CC1
→ -0.4	-2	-5	nt	12	1	-1.1	5	2
O=C(CCl)c1ccc(Cc2ncc(C(F)(F)F)cc2Cl)s1
→ 2.3	5	11	6.1	1	-6	-3.2	0	4
Cc1cccc(NC(=O)CCCc2ccccc2)c1
→ 0.7	0	-1	-1.1	-3	3	-2.4	0	14
COC(=O)C1=C(c2cccc(OCc3ccccc3)c2)C[C@@H]2CC[C@H]1N2C(=O)NNCc1ccccc1
→ -4.8	-1	-3	1.3	-9	4	-2.9	1	-3
CC(NC(=O)CCNC(=O)c1ccc(Br)cc1)c1ccc(-n2ccnc2)cc1 (stereo not given)
→ -1.9	-2	-3	1.7	1	3	-2.8	3	10
O=C1C=C(c2ccccc2)C[C@H](c2cccs2)[C@H]1n1nnc([N+](=O)[O-])n1
→ -2.3	2	7	nt	0	6	-1.5	2	-2
COc1ccc(C(O)c2nc(-c3cncnc3)cs2)cc1 (stereo not given)
→ nt	nt	1	-0.7	14	nt	-0.1	7	-1
O=C(Cc1ccccc1Cl)Nc1nc2ccccc2[nH]1
→ -0.1	6	-6	0.2	-10	12	-8.8	0	-8
OCCC1CN(CC#Cc2ccccc2)CCN1Cc1ccccc1F (stereo not given)
→ 0.4	1	-1	-0.1	8	-5	-2.1	-1	?
CC(=O)C1CCC2C3CC(O)C4CC(O)CCC4(C)C3CCC12C (stereo not given)
→ nt	nt	-2	-1.9	10	4	0.0	1	-21
CC(=O)c1cc(C#N)c(Oc2cc(C)cc(C)c2)nc1C
→ 0.9	3	4	-1.5	9	-7	-1.0	1	7
O=C(C[n+]1ccccc1)Nc1ccccc1[N+](=O)[O-]
→ 1.3	-7	-8	-0.2	12	-2	-1.6	2	nt
O=C(O)c1cc(Cl)c(Cl)cc1C(=O)NCc1ccco1
→ 0.1	4	-10	-0.5	-2	4	-1.6	1	-4
CC(=O)c1cccc(NC(=O)C(CC(C)C)NC(=O)C2CCCCC2)c1 (stereo not given)
→ 1.9	1	-4	-1.7	-5	4	-2.5	3	2
CC(C)N1CCN(CCCc2ccccc2)CC1CCO (stereo not given)
→ -1.4	4	7	6.3	10	6	0.6	0	?
CN1OC[C@@H]2CN[C@H](c3ccc(-c4cc5ccccc5o4)cc3)C[C@@H]21
→ nt	nt	nt	-0.9	5	6	-0.3	10	-11
Cc1cccc(C(=O)NNC(=O)C2CCN(C(=O)OC(C)(C)C)CC2)c1
→ 1.5	-2	1	-1.2	11	-2	-1.1	4	0
CCC(Oc1ccccc1F)C(=O)NCCN1CCOCC1 (stereo not given)
→ 0.2	7	-4	nt	-4	3	-0.7	3	3
CC(NC(=O)CCc1ccccc1)c1cc2c(cc1Cl)OCCO2 (stereo not given)
→ -0.4	-1	5	0.1	2	2	1.0	3	-6
COc1ccc([N+](=O)[O-])cc1NCc1ccco1
→ 0.2	-9	1	0.0	-1	5	-1.6	0	2
COc1ccc(OCCSc2nc(N)cc(N)n2)cc1
→ 1.5	-5	9	0.1	3	-30	-2.3	4	4
CCCCn1c(N)c(N(CCOC)C(=O)c2ccc(F)c(S(=O)(=O)N3CCOCC3)c2)c(=O)[nH]c1=O
→ 1.3	0	-7	-0.1	7	3	0.0	3	-12
O=C(OCn1nnc2ccccc2c1=O)c1ccc(Br)o1
→ 2.0	-1	-1	2.4	4	1	-2.6	3	5
Cn1c(=O)c2c(nc(N3CCc4ccccc4C3)n2Cc2ccc(Br)cc2)n(C)c1=O
→ 3.0	-4	9	4.1	9	-1	-5.4	-2	5
CCN1CCN(S(=O)(=O)c2cc(OCC(=O)NC3CCCCC3)c(C)cc2Cl)CC1
→ 2.7	-3	13	-1.0	52*	5	-0.9	-7	-5
C=CCn1c(=S)[nH]c2ccc(Br)cc2c1=O
→ -3.3	-1	1	-1.6	5	-1	-0.8	-1	10
CCCCn1nc2cc(C(=O)NCc3cc(C(F)(F)F)cc(C(F)(F)F)c3)ccc2c1OCC
→ -2.0	-7	4	-1.0	12	5	-2.0	18	10
CCNC(=O)C1CCCN(C(=O)c2cc(OC)c(OC)c(OC)c2)CC1 (stereo not given)
→ nt	nt	-10	-0.2	8	nt	-2.9	2	-4
O=C(O)CCC(=O)N1CCC[C@H]1C(=O)O
→ 2.1	7	5	-0.1	4	2	-2.2	-3	-12
Cc1c(NC(=O)C(C)OC(=O)CCC2CCCC2)c(=O)n(-c2ccccc2)n1C (stereo not given)
→ -0.8	-4	0	1.7	-6	6	-2.7	-2	-7
OC(COc1ccccc1Br)CN1CCNCC1 (stereo not given)
→ -1.4	nt	-9	1.3	6	10	-2.5	0	nt
COc1ccccc1C1(CC(=O)O)CCOC(C(C)C)C1 (stereo not given)
→ -0.2	-1	-6	-1.0	8	3	0.1	1	-24
Cc1noc(C)c1-c1ccc(C(=O)NCc2cccc(Cl)c2)c2occc12
→ nt	nt	-3	-0.6	-2	nt	-9.4	1	-1
COc1cc(C(=O)NCC(=O)N/N=C/c2cccs2)cc(OC)c1OC
→ 0.2	-1	-8	-3.7	5	-3	-0.3	-6	-6
O=C(Oc1ccc[nH]c1=O)c1cc([N+](=O)[O-])cc([N+](=O)[O-])c1
→ 2.2	-53	-32	-1.6	11	9	-0.2	0	14
COc1ccc(S(=O)(=O)N(C)C)cc1NCC(=O)Nc1ccc(F)cc1F
→ 1.2	8	8	nt	10	-4	0.7	8	2
CC(=O)Nc1cc(-c2cccc(NS(C)(=O)=O)c2)cn2c(-c3ccccc3)cnc12
→ nt	nt	-4	1.9	-2	nt	-7.1	9	5
Cc1cccc(NC(=O)CO/N=C/c2ccc3c(c2)OCO3)c1
→ -3.5	-1	6	nt	9	4	-0.1	-3	-4
O=C(COC(=O)c1ccccc1NCCO)NCCc1ccccc1
→ ?	5	4	nt	3	2	0.0	77*	-6
CCN(CC(=O)NCC1CCCO1)S(=O)(=O)c1ccc(Cl)cc1 (stereo not given)
→ 1.1	2	-3	1.0	5	8	-2.2	3	0

Later entries.
Values in the order: UGM FP inh	Rv3671c protease	PrPC TRFRET	Mtb BioA inh	GDH-TPI inh	MazEF act	FadD28 binding	FBA Mtb inh	BoNT-F LC inh
O=C(Nc1ccc(N2CCOCC2)cc1N1CCOCC1)c1ccco1
→ -1.0	-2	2	-0.2	3	1	-4.8	0	6
CCn1c(NC(=O)C2CCCCC2)nc2ccccc21
→ -1.6	-6	8	nt	5	-3	-3.7	0	-1
CSCCC(NC(=O)c1ccc(Cl)c([N+](=O)[O-])c1)C(=O)N1CCN(C/C=C/c2ccccc2)CC1 (stereo not given)
→ -3.4	1	-15	0.3	-2	1	1.0	2	-14
COc1ccc(CCN2C(=O)N(c3ccc(OC)cc3)C(=O)C2CC(=O)Nc2ccc(OC)cc2)cc1 (stereo not given)
→ 0.4	-1	-3	1.8	2	5	-2.3	3	0
O=c1c2ccccc2oc2ccc(NCCCn3ccnc3)cc12
→ 0.6	-6	-7	-1.0	3	-11	-1.8	-1	-3
CCOC(=O)N1CCN(Cc2nc3c(c(=O)[nH]c(=O)n3C)n2Cc2ccccc2C)CC1
→ 0.6	7	3	2.6	-8	2	-2.9	1	0
Cc1c(C(=O)Nc2ccc(S(N)(=O)=O)cc2)oc2ccc(Cl)cc12
→ -1.7	-10	-4	nt	11	10	0.2	4	4
CCOc1ccc(C(=O)N/N=C(/C)C2C(=O)c3ccccc3C2=O)cc1
→ -0.4	4	6	nt	-6	-4	-3.6	3	-2
Nc1cc(=O)[nH]c(SCC(=O)Nc2ccc(F)c(Cl)c2)n1
→ -3.2	-18	0	-0.2	-5	0	-6.6	5	-6
